Pf Dd2 growth – qHTS Primary assay for Inhibitors of Plasmodium falciparum Dd2 growth in vitro. 4.3% of 120,000 active. Potency, µM (highest dose often 28.9 µM), inactives show at the highest dose activity, negative = inhibition, hits mostly inhibitors. AID 1347417, 2020. P. falciparum Dd2 growth, SYBR Green, 72 h; active = well fitted inhibition curve with a large enough effect; inconclusive = small, poorly fitted or top-dose-only effect; inactive = no such curve, though single readings can be large or run the other way;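 note: plate controls were DMSO vehicle for no effect and reference drug for full effect; nearly all actives have a fitted effect of over 65% in size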
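Infected erythrocytes (Dd2, 0.3% parasitemia, 2.5% hematocrit final) are added to compound in RPMI-1640/Albumax II medium, grown 72 h at 37C in low oxygen, then lysed with saponin/Triton-X containing SYBR Green and read by fluorescence.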
Starred values were filed as active, the others as inactive; i = inactive; ? = inconclusive; [ ] = dose if it differs, or a comment. Potency is the fitted concentration of half-maximal effect.

SMILES | Pf Dd2 growth
Cc1ccc(N2CCC(NC(=O)c3ccc(C#N)cc3)C2=O)cc1 (stereo not given) | -16%
Cc1noc2ncnc(N3CCN(c4cccc(C(F)(F)F)c4)CC3)c12 | ?
Cc1ccc([S+](=O)([O-])N2CCCCC23Cc2ccccc2NC3=O)cc1 (stereo not given) | i
O=C(N[C@H]1C[C@@H](CO)N(Cc2ccsc2)C1)c1cccnc1 | -13%
OC[C@@H]1CN(CC2CC2)C[C@H]1c1nc(-c2ccncc2)no1 | 0%
COCCn1ncc(N2CCC(NC(=O)C3CCCCC3)CC2)cc1=O | 6%
O=C(Cc1ccccc1)Nc1ccc([C@@H](O)[C@H]2COCC(=O)N2Cc2ccccc2F)cc1 | i
CCc1ccccc1S(=O)(=O)N1C[C@H](F)C[C@@H]1C(=O)N1CCOCC1 | i
Fc1cccc(-c2[nH]ncc2CN2CCN(c3cccnc3)CC2)c1 | -19%
CNC(=O)C(C)(C)N1CCC[C@H]1C(=O)N1CCCCCC1 | ?
O=C(CCC1CCCC1)NC1CCc2nn(CC3CC3)c(=O)n2CC1 (stereo not given) | i
Cc1cc2oc(C(=O)Nc3ccc(S(=O)(=O)N(C)c4ccccc4)cc3)cc(=O)c2cc1C | 32%[activator]
Cc1ccc(C(=O)N2C(C(=O)N3CCCC3)COC23CCN(C(=O)c2ccccc2C)CC3)cc1 (stereo not given) | ?
CCOc1ccccc1-n1cc2c(c1-c1ccc(OC)cc1)c(=O)n(C)c(=O)n2C | ?
COc1cc2c(cc1OC)C(C[C@H]1CN(C(=O)CCc3ccccc3)CC[C@H]1CC(=O)O)=NCC2 | ?
NC1CCN(C(=O)C2CCN(c3nc(-c4ccccc4)nc4c3CCC4)CC2)C1 (stereo not given) | -4%
Cc1cccc(NC(=O)CN2C(=O)NC3(CCCCC3)C2=O)c1C | 18%
Cc1ccc(CNC(=O)CN2C(=O)C3(SCC(=O)N3c3ccc(F)cc3)c3ccccc32)cc1 (stereo not given) | -18%
CCOc1ccccc1-c1noc(-c2nnn3c2COC(c2ccc(C)cc2C)C3)n1 (stereo not given) | -1%
COc1cc(OC)cc(-c2onc(C)c2C(=O)NCc2cccc(Cl)c2)c1 | i
COCC1CN(C2CCC2)CC12CCN(S(=O)(=O)c1cccnc1)CC2 (stereo not given) | ?
Cc1cccc(-c2cnc3[nH]cc(CC(=O)N4CCOCC4)c3c2)c1 | -9%[44.1 µM]
O=C(c1ccc2ncccc2c1)N1CC2CC(C1)[C@H]1CCCC(=O)N1C2 (stereo not given in full) | 6%
Cc1nc2c(c(-c3ccc(Cl)cc3)n1)CN(C(=O)c1cccnc1)CC2 | -7%
CCOC(=O)c1c(-c2ccc(C)cc2)csc1NC(=O)c1cc(-c2ccc(Cl)cc2)on1 | 17%
O=C1NCCCCCCN(C(=O)c2cccs2)[C@H]2C[C@H](c3nc(Cc4ccccc4)no3)C[C@@H]12 | ?
CC1=C(C(=O)Nc2cccc(C(F)(F)F)c2)C2(CCCCC2)OC1=O | ?
COc1ccc2c(c1)c1c(c(=O)n(-c3ccccc3C)c(=O)n1C)n2C | 16%
CCOc1ccc(-c2nc(Cn3c(=O)cc(C)c4c(C)nn(-c5ccc(C)cc5)c43)c(C)o2)cc1 | 2%
COc1cc([C@@H]2c3cc4c(cc3[C@H](O)[C@@H](CO)[C@@H]2C(=O)NC2CC2)OCO4)cc(OC)c1OC | -22%
COc1cc(NC(=O)C2CCN(C(=O)c3sc4nc[nH]c(=O)c4c3C)CC2)cc(OC)c1OC | 15%
O=C(NCc1ccccc1)N1CCCC(Cc2noc(-c3ccncc3)n2)C1 (stereo not given) | i
CCCCCOc1ccc(NC(=O)Cn2c(-c3nonc3N)nc3ccccc32)cc1 | 58%[activator]
Cc1ccc(NC(=O)c2cccn2-c2nnc(N3CCCCC3)s2)cc1Cl | i
COC[C@@H]1CN(c2cnccn2)C[C@H]1C(=O)NCCCn1cccn1 | 19%
Cc1cc(Nc2ccc(Br)cc2)nc(C)n1 | 36%[0.594 µM]
CCCc1noc(-c2ccn3c(CNC(=O)c4ccccc4OC)nnc3c2)n1 | -10%
COCCC(=O)N1CCCN(S(=O)(=O)c2ccccc2)CCC(=O)NCC1 | 12%
Cc1c(C(=O)N2CCCC2)oc2c1-c1nn(CC(=O)NCc3cccc(Br)c3)cc1CC2 | ?
N#Cc1ccc(CN2CCC(c3nc4ncccc4[nH]3)C2)cc1 (stereo not given) | ?
O=C(NC[C@H]1Cn2c(-c3ccc4c(c3)OCO4)cnc2CO1)Nc1ccc(F)cc1 | ?
Cc1ccc(S(=O)(=O)NCC(c2ccc(N(C)C)cc2)N2CCOCC2)cc1 (stereo not given) | -4%
COCCN1C(=O)CC[C@]2(C(=O)NC3CCCCCC3)CCCC[C@@H]12 | -2%
CN1C(=O)CCC2(CNC(=O)C3(S(=O)(=O)c4ccc(Cl)cc4)CC3)CCC=C12 (stereo not given) | ?
CN1C[C@@H](NC(=O)c2ccco2)C[C@H]1c1nc(-c2ccc(F)cc2)no1 | -5%[44.1 µM]
CCOc1ccc(N2CC(NC(=O)c3ccc4c(c3)OCO4)CC2=O)cc1 (stereo not given) | 107%[activator]
Cc1c(Cl)cccc1NC(=O)CCS(=O)(=O)c1ccc2c(c1)oc(=O)n2C | 3.2µM*
Cc1ccc(C(=O)c2oc3ccccc3c2NC(=O)c2cc(-c3ccccc3)on2)cc1F | 17%
COc1ccc([C@H]2C[C@@H](O)[C@@H](O)[C@@H]2NC(=O)c2ccc(C#N)cc2)cc1 | 33%[44.1 µM]
O=C(Nc1ccc(F)cc1)c1ccc(CN2C(=O)NC3(CCOCC3)C2=O)cc1 | -23%
Cc1noc(C)c1-c1cc(-c2cnn(C)c2)cn2cncc12 | -9%[44.1 µM]
O=C1COCC2(CN1)CN(Cc1ccc3c(c1)CCO3)C2 | i
O=C(NCC1CNCCOC1)NC1CCCCC1 (stereo not given) | -3%
COc1ccc2cc(CN3CCCC(C#N)C3)c(-c3cccs3)nc2c1 (stereo not given) | -17%
COCCCNC(=O)NC1CCN(C(=O)N2CC3CC(C2)[C@H]2CCCC(=O)N2C3)CC1 (stereo not given in full) | -14%
COc1cccc(OC)c1C(=O)NCCc1sc(-c2cccc(F)c2)nc1C | 45%
COC(=O)[C@@H]1Cc2ncn(Cc3ccc(OC)cc3)c2CN1CCCc1ccccc1 | ?
Cc1cc(NC(=O)CN2CCC(C)CC2)nc2c1c(=O)oc1ccccc12 | -24%
CN1CCN(c2ccc(-c3noc([C@@H]4CCCN4Cc4ccncc4)n3)cn2)CC1 | ?
CC(C)NC(=O)NC[C@H]1OC[C@@H](NCc2ncc[nH]2)[C@@H]1O | 10%[44.1 µM]
Next results follow:
SMILES | Pf Dd2 growth
COc1cccc(-c2cc(-c3cccs3)nc3c(C)noc23)c1 | i
Cc1ccc(NC(=O)C2CCN(S(=O)(=O)c3ccc4c(c3)CCCN4C(=O)C3CCC3)CC2)cc1 | ?
O=C(Cc1ccccc1F)N1CCC(N2CC3CC(C2)[C@H]2CCCC(=O)N2C3)CC1 (stereo not given in full) | -5%
C[C@]1(CO)[C@H]2Cc3sc(NC(=O)c4c(F)cccc4F)nc3[C@@H](CC(=O)NCc3cccnc3)[C@]2(C)CC[C@H]1O | ?
COCCNC(=O)N1CCc2nn(CC3CC3)c(=O)n2CC1 | 25%
COc1cccc(N2CC(C)N(C(=O)Cc3c(C)nc(N)nc3C)CC2=O)c1 (stereo not given) | 4%
CN1[C@@H](CCC(=O)N2CCN(c3ccccn3)CC2)CNC(=O)[C@@H]2[C@H]1CCN2Cc1csnn1 | i
Cc1ccc2nc(CN3CCCC(CO)(CC4CC4)C3)cn2c1 (stereo not given) | ?
O=C(c1scc2c1OCCO2)N1CCCC(N2CCN(c3cccc(Cl)c3)CC2)C1 (stereo not given) | -10%
Cc1noc(C)c1-c1cc2cc(CO)oc2c(NCCOc2ccccc2)n1 | i
Fc1ccc(OC2CNC2)cc1F | -22%[44.1 µM]
Cc1cccc(CCNC(=O)c2ccc3c(c2)nc2n3CCCCC2)c1 | -15%

Reformatted as comma-separated lines: entries from further up.
Structure,Pf Dd2 growth
CCc1ccccc1S(=O)(=O)N1C[C@H](F)C[C@@H]1C(=O)N1CCOCC1,i
Fc1cccc(-c2[nH]ncc2CN2CCN(c3cccnc3)CC2)c1,-19%

Remaining list, next part.
SMILES | Pf Dd2 growth
O=C(c1ccccc1F)N1CCC(Oc2ccccc2)C1 (stereo not given) | 58%[activator]
CN1C(=O)Cc2cc(C(=O)NC3CCCCC3)ccc21 | ?
Cc1cc(Nc2cccc(Cl)c2C)n2nc(Cc3ccccc3)nc2n1 | 33%[activator]
CS(=O)(=O)N1CC2(CCN(CC3CC3)C2)Cc2ccccc21 (stereo not given) | -13%
CCOc1ccc(C(=O)N2CCC3(CC2)c2nccn2-c2ccccc2CN3C)cc1 | i[5.79 µM]
CN(CC1CCOCC1)C(=O)C1CCC1 | -15%
COc1cc2c(cc1OCc1ccccc1)N([S+](=O)([O-])c1ccc3c(c1)CCO3)CC21CCN(C)CC1 | 3.5µM*
Cn1nccc1C(=O)N1CCC(c2noc(-c3cnccn3)n2)C1 (stereo not given) | i[5.79 µM]
Cc1ccc2c(c1)Cc1c(nc(-c3ccc(Cl)cc3)nc1SCC(=O)N1CCCCC1)O2 | -3%
CNC(=O)[C@@H]1CN(C(=O)NCc2ccc(C)cc2)C[C@H]1c1nc(C)no1 | -1%
O=C(NCc1nnc2n1CCC2)c1ccc2nc(-c3ccc(F)cc3)cn2c1 | -16%
CCc1cccc(NC(=O)C2CCN(C(=O)c3nnn4cc(C)[nH]c(=O)c34)CC2)c1 | i
COc1cccc(-c2cc(C(=O)N[C@@H](C)c3ncccc3C)[nH]n2)c1 | ?
COc1ccc(C)cc1NC(=O)Cn1c(N(C)Cc2ccccc2)nc(C)cc1=O | -38%
Nc1ncccc1CN1CCc2ncc(C(=O)NCc3ccccc3)n2CC1 | 9%[44.1 µM]
O=C(O)c1cn(Cc2ccc(F)cc2)nn1 | 0%
Cc1noc(C)c1CC(=O)N1CCC(OCCOc2ccc(F)cc2)CC1 | 37%[activator]
O=C(O)C[C@@H]1CCN(C(=O)Cc2ccccc2)C[C@@H]1CCN1CCN(c2cccc(C(F)(F)F)c2)CC1 | i
NC(=O)CN1CCC(c2nc(-c3cn4ccccc4n3)no2)CC1 | -19%
O=C1CCCCCN1C1CCN(Cc2ccccc2)CC1 | -21%[44.1 µM]
Cc1nc2ccc(S(=O)(=O)NC(C(=O)NCc3ccccc3Cl)C(C)C)cc2s1 (stereo not given) | ?
Cc1cc2oc(C(=O)N(Cc3ccc(N(C)C)cc3)Cc3ccco3)c(C)c2cc1Cl | ?
CC(C)N1C(=O)C2(CCCC2)C1C(=O)Nc1ccccc1 (stereo not given) | 11%
CC(=O)Nc1ccc(Nc2nc3c(S(=O)(=O)c4cc(C)ccc4C)nnn3c3ccsc23)cc1 | -24%

An excerpt of these results, as tab-separated lines.
structure	Pf Dd2 growth
CCc1cccc(NC(=O)C2CCN(C(=O)c3nnn4cc(C)[nH]c(=O)c34)CC2)c1	i
COc1cccc(-c2cc(C(=O)N[C@@H](C)c3ncccc3C)[nH]n2)c1	?
COc1ccc(C)cc1NC(=O)Cn1c(N(C)Cc2ccccc2)nc(C)cc1=O	-38%
Nc1ncccc1CN1CCc2ncc(C(=O)NCc3ccccc3)n2CC1	9%[44.1 µM]
O=C(O)c1cn(Cc2ccc(F)cc2)nn1	0%
Cc1noc(C)c1CC(=O)N1CCC(OCCOc2ccc(F)cc2)CC1	37%[activator]
O=C(O)C[C@@H]1CCN(C(=O)Cc2ccccc2)C[C@@H]1CCN1CCN(c2cccc(C(F)(F)F)c2)CC1	i
NC(=O)CN1CCC(c2nc(-c3cn4ccccc4n3)no2)CC1	-19%
O=C1CCCCCN1C1CCN(Cc2ccccc2)CC1	-21%[44.1 µM]
Cc1nc2ccc(S(=O)(=O)NC(C(=O)NCc3ccccc3Cl)C(C)C)cc2s1 (stereo not given)	?
Cc1cc2oc(C(=O)N(Cc3ccc(N(C)C)cc3)Cc3ccco3)c(C)c2cc1Cl	?
CC(C)N1C(=O)C2(CCCC2)C1C(=O)Nc1ccccc1 (stereo not given)	11%
CC(=O)Nc1ccc(Nc2nc3c(S(=O)(=O)c4cc(C)ccc4C)nnn3c3ccsc23)cc1	-24%

Other structures follow.
SMILES | Pf Dd2 growth
COC(=O)C1=CN(CC(=O)Nc2c(C)cccc2C)S(=O)(=O)N=C1C | 37%[activator]
O=C(CC[C@@H]1CNC(=O)[C@@H]2C[C@H](NCc3ccccn3)CN12)NCc1ccc(F)cc1 | -14%[44.1 µM]
COc1ccc(/C=C/c2nc(C#N)c(N3CCCCC3)o2)cc1OC | -1%
CN1[C@@H](CCC(=O)NCc2cccs2)CNC(=O)[C@@H]2[C@H]1CCN2Cc1ccc(S(C)(=O)=O)cc1 | i
CCN1CCN(c2ncc3c(n2)CCN(CC(C)C)C3)CC1 | 11%
Cc1ccc(S(=O)(=O)c2nc(-c3ccccc3F)oc2NCc2ccccc2)cc1 | 12%
CCCOc1ccccc1C(=O)N1CCC(c2nc3ccccc3s2)CC1 | 118%[activator]
COc1ccc(C(=O)NCC(c2ccc3c(c2)OCO3)N2CCOCC2)cc1 (stereo not given) | 48%[activator]
COc1ccc(CNC(=O)C2Cc3cc(S(=O)(=O)N4CCCCCC4)ccc3N2C(C)=O)cc1 (stereo not given) | 53%[activator]
CCOc1ccc(Nc2ncnc3c2c(-c2ccccc2)cn3-c2cccc(C)c2)cc1 | ?
CN(c1ccccc1)C(CNS(=O)(=O)c1ccccc1)c1ccccc1 (stereo not given) | ?
COc1ccc(C(=O)N2C[C@@H]3C[C@H](C2)c2ccc(NS(=O)(=O)c4ccccc4C#N)c(=O)n2C3)cc1 | -17%
O=C(Nc1nn(-c2cccc(F)c2)c2cccc(N3CCOC3=O)c12)C1CCC1 | -15%
CCc1ccccc1NC(=O)CC1CCN(c2ccnc(OC)n2)CC1 | i
Cc1ncccc1C(=O)N1CCC(COc2ccc3c(cnn3CC[S+](C)(=O)[O-])c2)CC1 | -7%

Screens: PubChem, National Center for Advancing Translational Sciences (NCATS)

These rows are one share of the data, so the mix of outcomes need not match the whole.
